Assay outcomes: PubChem BioAssay, Broad Institute
miR122 inh – miR-122 Renilla sensor signal increase in Huh7, primary screen, miR-122 inhibitor project, cell-based, single point, plate reader; Huh7 miR-122 Renilla luciferase sensor, 48 h; neutral wells = 0, positive control = 100; activation (reporter increase), % at 12.5 µM; hit rate 0.3% among 340,000;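 active = mean replicate activation score at least 90 and every replicate individually at or above 90; inconclusive = only one of the two criteria met; inactive = neither criterion met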;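 note: higher luciferase means less miR-122 activity so hits act as miR-122 inhibitors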
Cneo AK release – Cryptococcus neoformans cell lysis inducers, primary screen, AK release luminescence, single concentration; hit rate 0.2% among 360,000; C. neoformans lysis, adenylate kinase release luminescence, 4 h; normalised: neutral wells 0, clomiphene wells 100; lysis activity, % at 15 µM;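 active = mean lysis activity across replicates of at least 80%, whatever share of replicates individually reach that level; inactive = mean lysis activity below 80%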
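Material: C. neoformans cells; Schedule: 4 h static compound exposure, 37 °C, read 1 h post-reagent; Measured by: adenylate kinase release luminescence; Read-out: signal increase indicating cell lysis; Controls: Clomiphene as positive lysis control.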
PglD inh – C. jejuni PglD acetyltransferase inhibitors, primary screen, biochemical, DTNB colorimetric, single point; UDP-N-acetylbacillosamine N-acetyltransferase PglD (Campylobacter jejuni); inhibition, % at 12.5 µM; hit rate 0.098% among 360,000; purified PglD enzyme, DTNB colorimetric CoA detection; in the data active = inhibition above about 16%, passing the limit was not always enough; inconclusive = no clear call, values can overlap the other calls; note: strong numbers were not always called active
PGC1a acetyl inh – inhibitors of PGC1a acetylation signal, primary screen, cell-based, U2OS, AlphaScreen, inhibitor mode | AlphaScreen anti-acetyl-lysine; with virally co-expressed GCN5 acetyltransferase | AID 651687, 2012 | hit rate 0.17% among 350,000 | inhibition, % at 15.6 µM;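 active = every replicate shows inhibition of at least 40%; inconclusive = mean inhibition at least 40% but some replicate below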;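 note: 0% = neutral control wells and 100% = positive control wells; some results beyond the cut were filed as inactive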
F508del corr – F508del CFTR correction, initial screen, CFBE line, single point; CFBE cells, YFP halide quenching; stimulated with forskolin plus potentiator P3; % fluorescence drop versus neutral controls; activity (quench increase), % at 7.58 µM; hit rate 0.36% among 350,000;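 active = mean added fluorescence quench of at least 8% versus neutral control, with both replicates also reaching 8%; inconclusive = only one of the mean or replicate conditions met; inactive = mean below 8% and not both replicates reaching 8%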;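 note: cells transiently co-express mutant CFTR-F508del with the halide-sensitive YFP; corrector assay measuring rescue of mutant channel to the surface after 24 h compound exposure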
INS-1E GSIS act – GLuc luminescence reporter in INS-1E cells, primary screen for activators of glucose-dependent secretion of insulin; INS-1E GLuc reporter insulin secretion, 2-3 h; activation, % at 16.6 µM; hit rate 0.61% among 370,000;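 active = lowest replicate activation of at least 40%, so every replicate reaches that level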;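 note: 0% = median of neutral control wells and 100% = median of IBMX positive control wells; some compounds called inactive have numbers as strong as hits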
C2C12 statin – suppressors of statin myotoxicity in C2C12 myotubes, primary screen, cell-based, single point, plate reader; C2C12 myotubes + simvastatin, ATP luminescence, 48 h; scaled: DMSO 0, geranylgeraniol control 100; rescue of ATP level, % at 7.49 µM; hit rate 0.78% among 330,000; AID 602340, 2012;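 active = mean ATP rescue above about 67%, or every replicate alone reaching that limit, limit read from the data, passing the limit was not always enough; inconclusive = no clear call, values can overlap the other calls; inactive = mean under the limit and some replicate under it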;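 note: myotubes were challenged with 10 µM simvastatin during compound exposure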
FN deposit inh – inhibitors of fibronectin matrix deposition, primary screen, AH1F cells, Alexa488-fibronectin fluorescence, plate reader. AH1F fibroblasts, overnight. inhibition, % at 12.6 µM. hit rate 0.086% among 350,000. AID 743247, 2014;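 active = mean inhibition across replicates of 30% or more, regardless of how many single replicates reach that level; inconclusive = mean under 30% yet at least half of replicates reach 30%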;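 note: positive control wells lacked labelled fibronectin entirely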
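Test system: AH1F fibroblast monolayer depositing Alexa488-labelled fibronectin into matrix. Input: 10000 cells per well. Technique: fluorescence, ex 485 nm, em 525 nm. Buffer or medium: DMEM plus 2% serum, read in PBS. Timing: 1 h cell adhesion before compound, then overnight fibronectin incubation. Compound: single dose, pinned. Read-out basis: inhibition from reduced deposited-fibronectin fluorescence.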
The depositor's hits bear a star; ? = inconclusive; · = no result given; [ ] = another dose, or the depositor's remark. This is a random part of the collection. Share with any hit: about 2.1%.

SMILES	miR122 inh	Cneo AK release	PglD inh	PGC1a acetyl inh	F508del corr	INS-1E GSIS act	C2C12 statin	FN deposit inh
Cn1c(=O)[nH]c(=O)c2c1nc(N1CCNCC1)n2Cc1cccc2ccccc12	-6	0	3	-11	·	·	9	3
CCc1cc2c(=O)c(-c3ccc4c(c3)OCCO4)coc2cc1OC(=O)c1ccco1	-11	2	·	3	·	·	-69	7
C[C@@H]1NC(=O)/C(=C\c2ccccc2Br)NC1=O	-7	0	4	5	2.8	-3	6	-4
O=C1CN(C(=O)NCC(=O)N[C@H](Cc2ccccc2)C(=O)O)c2ccccc2N1	-4	4	-2	8	2.3	4	-1	·
CNc1cncc(-c2ccc(CN(C)C)cc2)n1	-4	-2	-4	10	-0.7	3	1	3
C=C(C)Cn1c(=O)c2c(nc3n2CCN3c2cccc(Cl)c2C)n(C)c1=O	-8	0	8	-7	·	·	-8	6
CC(=O)NCCC(=O)Nc1ccc(C(N)=O)cc1	·	·	·	4	-1.2	2	·	0
CC1(C(=O)N(CC(=O)NC2CCCC2)C2CCCC2)CC(=O)N=C2C=CC=CN21 (stereo not drawn)	-5	-1	0	9	·	·	2	·
CC1(C(=O)NS(=O)(=O)c2cccc(Cl)c2)CCN1C(=O)C1(c2ccc(Cl)cc2)CCC1 (stereo not drawn)	9	-1	-1	4	-3.5	1	5	0
CCOC(=O)C1(NC(=O)CN2C(=O)c3ccccc3C2=O)CCCC1	-4	-1	1	5	-4.4	17	1	-4
CCOc1ccc(NS(=O)(=O)c2ccc3[nH]c(=O)oc3c2)cc1	9	0	1	1	3.1	·	·	-5
O=C(C1CCCN(Cc2cccs2)C1)N1CCCCCC1 (stereo not drawn)	2	0	4	1	·	10	5	·
COc1ccccc1Nc1nnc(SCC(=O)Nc2cc(C)on2)s1	·	0	-1	·	·	13	-3	·
CC(C)(C)C(=O)NC1CCN(S(=O)(=O)c2ccc(C(F)(F)F)cc2)CC1	2	0	-1	-4	0.7	-9	10	·
CCCNC(=O)[C@@H]1[C@@H](CO)[C@@H]2Cn3c(ccc(C4=CCCC4)c3=O)[C@H]1N2	-1[16.7 µM]	-2	0	·	-2.0	8	-10	·
CC(CNS(=O)(=O)c1ccccc1)Sc1ncccn1 (stereo not drawn)	7	4	2	3	0.3	11	·	7
CC(C)C1C(=O)N(Cc2cn(CCC3OCCO3)nn2)CCS(=O)(=O)N1Cc1ccc(-c2ccccc2)cc1 (stereo not drawn)	-1	-1	3	·	-3.0	-33	-10	2
CC(NS(=O)(=O)c1ccccc1)C(=O)NCCc1ccccn1 (stereo not drawn)	·	·	·	-4	-1.9	-3	·	-1
O=C(NCCN1CCCCC1)Nc1ccc(F)cc1F	5	2	24*	5	0.2	1	2	5
C=CCn1c(=O)/c(=C/c2ccsc2)s/c1=C(\C#N)C(=O)NCCN1CCOCC1	-4	·	·	1	5.2	2	4	-1
CC(C)(C)c1ccc(N2C(=O)CC(c3ccccc3)C2=O)cc1 (stereo not drawn)	-6	0	-1	-6	-0.3	11	-15	-1
CCCc1[nH]nc2c1C(c1ccc(OC)c(CSC3=NCCS3)c1)C(C#N)=C(N)O2 (stereo not drawn)	8	-4	-2	15	·	·	·	23
C[C@@H]1CN([C@H](C)CO)C(=O)Cc2cc(NS(=O)(=O)c3cccs3)ccc2O[C@@H]1CN(C)S(=O)(=O)c1ccc(F)cc1	23[16.7 µM]	-3	0	-3	2.0	-17	13	4
Cc1ccc(Cc2c(C)nc3nc(SCC(=O)NCCCN4CCCC4)nn3c2C)cc1	·	0	3	·	2.1	-23	-34	-2
COC(=O)c1ccc(C(=O)NC2CCSc3ccccc32)cc1 (stereo not drawn)	1	0	-3	-7	-0.7	11	7	-8
CCCOC(=O)CCNc1n[nH]c(=O)[nH]c1=O	-2	-2	2	-7	·	·	1	1
O=C(C[C@H]1C[C@@H]2c3cc(NC(=O)CC4CC4)ccc3O[C@@H]2[C@H](CO)O1)NCc1ccccn1	-3[16.7 µM]	-1	2	3	-1.3	-4	-1	2
CC(O)c1nc2ccccc2n1C/C=C/c1ccccc1 (stereo not drawn)	-4	5	-1	·	·	·	·	8
CCOC(=O)C(C#N)=CN1CCNc2ccccc21	4	5	-3	-9	0.9	·	6	1
CC#CC(=O)NCC1(N(C)Cc2ccccc2)Cc2ccccc2C1	-4	0	-8	-6	-1.3	9	3	-1
COc1ccc(Cc2c(-c3ccc(OC)c(OC)c3)nc3ccc(C)cn23)c(C)c1	-3	4	-2	1	2.4	-7	15	5
CCCC(=O)Nc1ccc2c(c1)C(=O)N(C)C[C@@H](OC)[C@@H](C)CN(CC1CCCC1)[C@H](C)CO2	·	0	-1	-4	-1.2	3	17	-14
COc1ccc(N2C(=O)[C@H]3CCC=C[C@H]3[C@@H]2c2ccccc2Br)cc1	·	3	2	·	1.9	-1	20	·
COCC(=O)NCc1nc2ccccc2n1Cc1ccccc1F	-7	-8	-2	?	·	·	-11	1
Cc1noc(C)c1NC(=O)N(C)C[C@H]1Oc2ccc(NC(=O)Nc3cccc4ccccc34)cc2CC(=O)N([C@H](C)CO)C[C@@H]1C	7[16.7 µM]	35	1	2	-1.7	-1	15	2
O=C(OCc1ccc([N+](=O)[O-])cc1)C1CC(=O)N(Cc2ccccc2)C1 (stereo not drawn)	-29	4	-4	-11	-2.7	-3	-4	-3
COc1cccc(OCc2nc3ccccc3c(=O)n2N)c1	-4	10	4	-9	-0.9	5	·	·
C[C@@H]1CN([C@@H](C)CO)C(=O)Cc2cc(NC(=O)C3CCCCC3)ccc2O[C@H]1CN(C)C(=O)Nc1ccc2c(c1)OCO2	-1[16.7 µM]	22	0	6	1.2	8	-12	·
CCOc1ccc(C(=O)COC(=O)c2ccc(-n3cnnn3)cc2)cc1	-5	-9	-1	-4	0.8	40	1	-7
Cc1cccc(NC(=O)CC2C(=O)NC3CCCCC3N2C(=O)c2ccccc2Cl)c1 (stereo not drawn)	-9	1	2	·	1.3	-13	5	2
Cc1nc(S/C(=C\c2ccc(OCc3ccccc3Cl)cc2)C(=O)O)n[nH]1	-1	0	-6	10	·	11	-4	·
Cc1ccc(C(=O)/C=C/Nc2ccccc2C(N)=O)o1	4	-1	-4	-8	-0.5	·	-19	·
CCCS(=O)(=O)N1CCCC(C(=O)N2CCN(C(=O)OCC)CC2)C1 (stereo not drawn)	-1	1	6	-2	·	·	-6	·
COc1ccccc1C(CNC(=O)CNC(=O)c1ccc(C)c(C)c1)N1CCCC1 (stereo not drawn)	-1	0	2	-2	-3.7	-12	13	2
CCC(=O)N(CCc1ccccc1)Cc1cc2cc(OC)ccc2[nH]c1=O	-3	·	·	-7	0.0	-2	16	10
CCOc1ccccc1N(C(=O)c1ccco1)C(C(=O)NC1CCCC1)c1cccs1 (stereo not drawn)	·	0	-4	·	-1.0	-20	15	0
O=c1[nH]c(C2CCN(S(=O)(=O)c3ccc4c(c3)OCCO4)CC2)nc2c1nnn2Cc1c(F)cccc1Cl	·	0	3	·	-0.5	2	37	14
CCOc1ccc(C(=O)NNC2CC(=O)N(CCc3ccccc3)C2=O)cc1OC (stereo not drawn)	-5	-1	1	29	·	4	·	8
COc1ccccc1/C=C/C(=O)NCC(=O)N1CCC(N(C)C2CCCC2)CC1	13	·	·	4	2.4	0	-1	-10
CCCCC(=O)Nc1ccc(NC(=S)NC(=O)CC(C)C)cc1OC	19	·	·	·	·	4	-3	0

3 successive compounds from above:
SMILES	miR122 inh	Cneo AK release	PglD inh	PGC1a acetyl inh	F508del corr	INS-1E GSIS act	C2C12 statin	FN deposit inh
O=C(NCCN1CCCCC1)Nc1ccc(F)cc1F	5	2	24*	5	0.2	1	2	5
C=CCn1c(=O)/c(=C/c2ccsc2)s/c1=C(\C#N)C(=O)NCCN1CCOCC1	-4	·	·	1	5.2	2	4	-1
CC(C)(C)c1ccc(N2C(=O)CC(c3ccccc3)C2=O)cc1 (stereo not drawn)	-6	0	-1	-6	-0.3	11	-15	-1

(cont.)
SMILES	miR122 inh	Cneo AK release	PglD inh	PGC1a acetyl inh	F508del corr	INS-1E GSIS act	C2C12 statin	FN deposit inh
CC(=O)N1CCN(S(=O)(=O)c2cccc(C(=O)Nc3nc4c(s3)CCCC4)c2)CC1	·	-4	4	·	·	-37	-6	·
CCN(CC)S(=O)(=O)c1ccc(C(C)NC(=O)Cc2c[nH]c3ccccc23)cc1 (stereo not drawn)	·	7	2	·	0.3	-9	3	-6
C[C@@H]1CN([C@@H](C)CO)C(=O)c2cc(-c3cccc(F)c3)cnc2O[C@@H]1CN(C)C(=O)Nc1cc(F)ccc1F	3[16.7 µM]	1	2	13	-2.0	-17	-2	12
Cc1cccc(-c2n[nH]c(=S)n2/N=C/c2ccco2)c1	1	2	-2	-1	-2.9	-1	4	-10
C=C1C(=O)[C@@]23[C@H](O)C[C@@H]4C(C)(C)CC[C@H](O)[C@@]4(C)[C@@H]2CC[C@@H]1[C@H]3O	·	2	8	·	-12	13	-4	24
CC[C@@H]1C=C(C(=O)O)[C@H](c2ccc(Cl)c(Cl)c2)N1S(=O)(=O)c1ccc(C)cc1	0	5	3	7	2.3	-10	11	1
Cc1c(C(=O)N2CCCC(C(F)(F)F)C2)oc2ccccc12 (stereo not drawn)	·	-2	0	·	-4.4	4	-1	-1
C[C@@H]1CN([C@H](C)CO)C(=O)Cc2cc(NS(=O)(=O)c3ccc(F)cc3)ccc2O[C@H]1CN(C)C(=O)Nc1ccc2c(c1)OCO2	4[16.7 µM]	·	·	2	-1.1	27	12	·
O=C(OCC(=O)c1cccs1)C1=COCCO1	-4	-7	3	7	·	·	10	·
Cc1ccc(-n2[nH]c(C)c(/C=N/NC(=O)c3ccc(O)cc3O)c2=O)cc1	6	-10	-11	1	·	·	-16	·
O=C(O)C[C@@H]1C[C@H]2c3cc(NC(=O)c4ccc5c(c4)OCO5)ccc3O[C@H]2[C@H](CO)O1	-7[16.7 µM]	8	-2	2	-4.0	-20	-15	1
CCOC(=O)CNC(=O)C1CCCc2c1[nH]c1ccc(Cl)cc21 (stereo not drawn)	1	·	·	-3	7.0	-21	2	17
C=CCn1c(SCC(=O)NC2CC2)nnc1-c1ccccn1	10	-2	-2	-3	0.1	21	8	3
N#Cc1cc2c(nc1SCc1cccnc1)CCCC2	2	0	0	-5	·	·	0	-21
Cc1ccc(NS(=O)(=O)c2ccc(OCC(=O)NCc3ccncc3)cc2)cc1	13	0	-1	0	·	2	·	-12
CNC[C@@H]1Oc2ccc(NC(=O)Cc3ccccc3)cc2C(=O)N([C@@H](C)CO)C[C@H]1C	-7[16.7 µM]	-2	-4	8	0.4	-5	8	2
